Assay outcomes deposited in PubChem BioAssay by Sanford-Burnham Center for Chemical Genomics.
CXCR6 inh: CXCR6 (human) receptor inhibition; O00574; CHO-K1 PathHunter CXCR6 beta-arrestin, luminescence; inhibition, % at 20 µM; actives 0.36% (n = 360,000); in the data active = inhibition above about 34%, passing the limit was not always enough;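 also: antagonist mode with CXCL16 agonist at 10 nM final; 0% = 10 nM CXCL16 with DMSO and 100% = unstimulated wells without agonist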
Target sequence (O00574 whole entry, looked up): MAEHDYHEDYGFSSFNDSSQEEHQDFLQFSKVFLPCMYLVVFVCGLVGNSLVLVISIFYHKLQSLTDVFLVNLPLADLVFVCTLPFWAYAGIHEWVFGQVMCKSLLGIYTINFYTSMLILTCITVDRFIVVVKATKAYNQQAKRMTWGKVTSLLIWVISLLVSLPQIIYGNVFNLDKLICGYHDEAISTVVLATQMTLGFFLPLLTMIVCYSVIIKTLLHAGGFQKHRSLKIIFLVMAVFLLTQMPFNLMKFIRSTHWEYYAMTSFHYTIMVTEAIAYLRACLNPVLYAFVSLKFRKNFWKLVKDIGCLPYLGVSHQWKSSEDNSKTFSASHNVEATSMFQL
Gli-Sufu antag: antagonists of Gli-Sufu signaling; Sufu-KO-LIGHT fibroblasts, Gli luciferase reporter luminescence; actives 0.74% (n = 340,000); AID 588413; inhibition, % at 5 µM;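 active = inhibition above about 55%, limit read from the data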;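 also: 0% = DMSO-treated cells and 100% = wells with medium but no cells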
Jurkat NFkB inh: inhibitors of the PMA/ionomycin-induced NF-kB reporter in Jurkat cells; PMA/ionomycin-induced NF-kB luciferase reporter, luminescence; inhibition, % at 4 µM; actives 0.53% (n = 330,000); AID 435003; in the data active = inhibition above about 50%
EBI2 antag: antagonists of human EBI2 receptor; P32249; actives 0.81% (n = 360,000); AID 651636; EBI2 beta-arrestin recruitment, luminescence, 7a,25-OHC stimulated; inhibition, % at 5 µM; in the data active = inhibition above about 38%;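 also: enzyme fragment complementation signal reports receptor beta-arrestin coupling in cells; 0% = agonist plus DMSO wells and 100% = wells without agonist; some results beyond the cut were filed as inactive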
Target sequence (P32249 whole entry, looked up, the tested form may be a part): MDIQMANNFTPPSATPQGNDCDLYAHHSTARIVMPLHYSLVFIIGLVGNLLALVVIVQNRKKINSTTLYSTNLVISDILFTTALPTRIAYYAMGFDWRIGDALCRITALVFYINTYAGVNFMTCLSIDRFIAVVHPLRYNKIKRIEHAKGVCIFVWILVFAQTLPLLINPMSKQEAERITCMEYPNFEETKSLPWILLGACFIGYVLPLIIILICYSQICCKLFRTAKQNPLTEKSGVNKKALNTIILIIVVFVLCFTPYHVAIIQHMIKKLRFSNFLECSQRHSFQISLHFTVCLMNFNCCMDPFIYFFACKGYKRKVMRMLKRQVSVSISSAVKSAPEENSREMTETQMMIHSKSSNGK
697 NFkB inh: lowers PMA/ionomycin-induced NF-kB signal in 697 B cells. actives 0.33% (n = 330,000). inhibition, % at 4 µM. AID 435022. 697 B-cell NF-kB luciferase reporter, 16 h; in the data active = inhibition above about 35%
APJ antagonist: APJ receptor antagonism | P35414 | CHO-K1 APJ beta-arrestin complementation, luminescence | inhibition, % at 20 µM | actives 0.32% (n = 330,000) | AID 2521;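 active = inhibition above about 40% at 20 µM, limit read from the data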;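 also: cells challenged with 10 nM apelin-13 agonist together with compound; plate controls were apelin-13 plus DMSO wells for no effect and DMSO wells lacking apelin-13 for full effect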
UBC13 polyUb: inhibitors of human UBC13 polyubiquitin chain formation. actives 0.47% (n = 330,000). P61088. AID 485273. TR-FRET. inhibition, % at 20 µM; in the data active = inhibition above about 45%, passing the limit was not always enough
Target sequence (P61088 whole entry, looked up): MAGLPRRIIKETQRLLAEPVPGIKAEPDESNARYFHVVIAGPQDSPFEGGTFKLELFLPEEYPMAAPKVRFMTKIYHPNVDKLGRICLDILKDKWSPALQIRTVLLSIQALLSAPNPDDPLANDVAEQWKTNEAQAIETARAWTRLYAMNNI
CCR6 antag: antagonists of human CCR6 receptor; CHO-K1 CCR6 PathHunter beta-arrestin, luminescence, CCL20-stimulated; P51684; inhibition, % at 20 µM; actives 0.49% (n = 340,000); AID 493098;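 active = compounds whose inhibition of the agonist-driven luminescence signal at 20 µM reaches about 50%, limit read from the data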;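 also: cells stimulated with CCL20 at 14 nM final; plate controls were DMSO with CCL20 for no effect and DMSO without agonist for full effect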
Starred values were filed as active, the others as inactive; . = no result given.

No.	canonical_smiles	CXCR6 inh	Gli-Sufu antag	Jurkat NFkB inh	EBI2 antag
1	COc1ccc(CCC(=O)N2CCCC(Nc3ccc(OC)cc3)C2)cc1 (stereo unspecified)	-3	0	20	-2
2	CN(C)CCOC(=O)C12CC3CC(CC(C3)C1)C2	7	0	-9	-12
3	O=C(CCCOc1ccc(Br)cc1)NNC(=O)c1ccncc1	-14	-12	-8	-6
4	CSc1ccc(/C=C/C(=O)c2ccc(NC(=O)C(C)C)cc2)cc1	13	-1	-26	75*
5	COc1ccc(CNC(=O)C2=CC(c3ccc(OC)c(OC)c3)=NS(=O)(=O)N2C)cc1	6	-10	8	-3
6	Cc1ccc(CN2CCN(Cc3c[nH]c4ccccc34)CC2CCO)o1 (stereo unspecified)	3	11	-1	-7
7	O=C(NCc1ccccn1)Nc1ccc(F)cc1	-1	-5	-2	-8
8	COC(=O)c1cc2ccsc2n1CC(=O)NCC1CCCO1 (stereo unspecified)	-4	3	7	-2
9	CN(C(=S)Nc1ccccc1F)C1(c2ccccc2Cl)CCCCC1=O (stereo unspecified)	3	-8	1	-13
10	CCOC(=O)Cc1csc(SCC(=O)NC2CCS(=O)(=O)C2)n1 (stereo unspecified)	2	4	14	-5
11	Fc1cccc(CN2CCN(Cc3nc(-c4cnccn4)no3)CC2)c1	-3	3	-1	0
12	CCN1C[C@@H]2[C@@H]3C(=O)N(Cc4ccccc4)C(=O)[C@@H]3[C@](Cc3ccccc3)(C1=O)N2C(=O)c1ccccc1	6	-25	.	-6

No.	697 NFkB inh	APJ antagonist	UBC13 polyUb	CCR6 antag
1	6	8	-6	11
2	6	16	7	-13
3	16	22	2	8
4	-40	-3	6	7
5	5	23	2	8
6	5	2	9	6
7	0	-3	8	-11
8	11	13	-4	7
9	-4	0	19	-9
10	11	4	13	-7
11	17	-5	15	1
12	.	.	.	4

Entries of single compounds, looked up by structure. Screens in order: CXCR6 inh	Gli-Sufu antag	Jurkat NFkB inh	EBI2 antag	697 NFkB inh	APJ antagonist	UBC13 polyUb	CCR6 antag
Entry for `O=C(CCCOc1ccc(Br)cc1)NNC(=O)c1ccncc1` → -14	-12	-8	-6	16	22	2	8
Entry for `CCN1C[C@@H]2[C@@H]3C(=O)N(Cc4ccccc4)C(=O)[C@@H]3[C@](Cc3ccccc3)(C1=O)N2C(=O)c1ccccc1` → 6	-25	.	-6	.	.	.	4
Entry for `Fc1cccc(CN2CCN(Cc3nc(-c4cnccn4)no3)CC2)c1` → -3	3	-1	0	17	-5	15	1
Entry for `Cc1ccc(CN2CCN(Cc3c[nH]c4ccccc34)CC2CCO)o1` (stereo unspecified) → 3	11	-1	-7	5	2	9	6

Other records follow.
No.	canonical_smiles	CXCR6 inh	Gli-Sufu antag	Jurkat NFkB inh	EBI2 antag
13	Cc1cccc(N(CC(=O)NCc2ccco2)C(=O)CCC(=O)Nc2ccccn2)c1	-9	-5	.	-12
14	Cc1cc(C)cc(N(CC(=O)Nc2cccc(C)n2)S(=O)(=O)c2c(C)noc2C)c1	10	5	0	20
15	Cc1cc(C(=O)Nc2ccc(Br)cc2F)n(-c2ccccc2)n1	9	26	8	-8
16	O=C(NCCCN1CCN(CCCNC(=O)c2cc([N+](=O)[O-])ccc2Cl)CC1)c1cc([N+](=O)[O-])ccc1Cl	-6	2	5	-16
17	O=C(N/N=C/c1ccco1)c1cc(-c2ccc(Cl)cc2)n[nH]1	-22	-6	10	-2
18	COc1ccc(C(C(=O)NC2CCCCC2)N(C(=O)c2snc(C(N)=O)c2N)c2ccccc2OC)cc1 (stereo unspecified)	0	-7	29	49*
19	Cc1ccc(C)c(NC(=O)CN(C)C(C)C(=O)N2CCCC2)c1 (stereo unspecified)	1	-5	11	-3
20	O=Cc1[nH]c2ccccc2c1N(C(=O)CCl)c1ccc([N+](=O)[O-])cc1	-24	4	6	1
21	CCOC(=O)C1=C(C)N=C2SCCC(=O)N2C1c1cc(Br)ccc1OC (stereo unspecified)	0	-2	-16	5
22	COCCn1nnnc1C(c1cccs1)N1CCN(c2ccccc2)CC1 (stereo unspecified)	2	2	-2	-5
23	Cc1ccc(-c2oc3ccccc3c(=O)c2OCC(=O)O)cc1	0	3	9	-5
24	Cc1ccc(-c2nnnn2C2C/C(=N\NC(N)=S)C3OCC2O3)cc1 (stereo unspecified)	3	-29	2	-6

No.	697 NFkB inh	APJ antagonist	UBC13 polyUb	CCR6 antag
13	.	.	.	0
14	14	20	-3	9
15	8	16	-2	16
16	19	-14	32	10
17	13	-8	2	5
18	18	20	8	7
19	8	-3	4	12
20	-12	-3	-5	-1
21	-17	16	-2	2
22	-2	-15	1	1
23	1	9	2	10
24	10	-9	5	1

Further structures.
No.	canonical_smiles	CXCR6 inh	Gli-Sufu antag	Jurkat NFkB inh	EBI2 antag
25	O=S(=O)(c1ccccc1)N1CCN=C1SCc1ccccc1Cl	-4	8	6	8
26	COc1ccc(C(=O)Nc2ccccc2Cc2ccccc2)c(OC)c1	3	.	5	0
27	Cn1c(=O)c2c(nc(OCc3ccccc3)n2C)n(C)c1=O	-2	12	-5	-3
28	COC(=O)C1=C(C)NC(=O)NC1c1ccc([N+](=O)[O-])o1 (stereo unspecified)	-12	-9	-9	-14
29	CCNc1c(NC(=O)c2ccc3c(c2)OCO3)c(=O)oc2ccccc12	-7	5	1	-3
30	COC(=O)[C@H](C)NC(=O)Nc1ccc(OC)c(OC)c1	-5	-4	15	-6
31	COc1ccc(-n2c(SCC(=O)OC(C)C)nnc2-c2ccccn2)cc1	2	3	-2	-6
32	O=C(Nc1cc(F)ccc1F)c1ccc(-n2cncn2)c([N+](=O)[O-])c1	-8	-6	-15	0
33	Cc1ccc(S(=O)(=O)N(C)C)cc1NC(=O)c1ccc(-n2cncn2)c([N+](=O)[O-])c1	0	6	-1	-2
34	COc1ccc(NC(=O)CSC2=NCCN2)cc1	12	-16	3	-2
35	Cc1nc(N)nc(Nc2ccc(Cl)cc2)c1Br	-2	-4	-32	-1
36	Cc1ccc(C(=O)n2nc(-n3cccc3)c3c(C)cc(C)nc32)cc1	-1	-4	.	-7

No.	697 NFkB inh	APJ antagonist	UBC13 polyUb	CCR6 antag
25	-20	14	3	20
26	-4	21	-4	22
27	-12	-48	-4	12
28	-17	-8	-16	-6
29	-13	13	-4	10
30	-15	13	2	-14
31	11	13	3	-19
32	-16	-81	-5	2
33	16	-7	-3	-12
34	-4	14	12	4
35	-10	8	13	-18
36	.	.	.	4

An excerpt of these results, field by field:
27: Cn1c(=O)c2c(nc(OCc3ccccc3)n2C)n(C)c1=O
  CXCR6 inh: -2 | Gli-Sufu antag: 12 | Jurkat NFkB inh: -5 | EBI2 antag: -3 | 697 NFkB inh: -12 | APJ antagonist: -48 | UBC13 polyUb: -4 | CCR6 antag: 12

28: COC(=O)C1=C(C)NC(=O)NC1c1ccc([N+](=O)[O-])o1 (stereo unspecified)
  CXCR6 inh: -12 | Gli-Sufu antag: -9 | Jurkat NFkB inh: -9 | EBI2 antag: -14 | 697 NFkB inh: -17 | APJ antagonist: -8 | UBC13 polyUb: -16 | CCR6 antag: -6

35: Cc1nc(N)nc(Nc2ccc(Cl)cc2)c1Br
  CXCR6 inh: -2 | Gli-Sufu antag: -4 | Jurkat NFkB inh: -32 | EBI2 antag: -1 | 697 NFkB inh: -10 | APJ antagonist: 8 | UBC13 polyUb: 13 | CCR6 antag: -18

Next part
No.	canonical_smiles	CXCR6 inh	Gli-Sufu antag	Jurkat NFkB inh	EBI2 antag
37	COc1cccc(CNS(=O)(=O)c2cc3c(cc2C)n(C)c(=O)c(=O)n3C)c1	3	-4	19	1
38	Cc1c(NS(=O)(=O)c2ccc3[nH]c(=O)[nH]c3c2)c(=O)n(-c2ccccc2)n1C	4	-6	2	-12
39	Cc1c(C)c2ccc(O[C@@H]3O[C@H](CO)[C@H](O)[C@H](O)[C@H]3O)cc2oc1=O	4	1	0	-9
40	COc1ccc(NC(=O)c2ccc(NC(=O)CN(C)CC(=O)Nc3c(C)cccc3C)cc2)cc1	-5	-1	8	2
41	C/C(=N\Nc1nc(C)cc(C)n1)c1ccc(C)o1	-2	-1	-9	11
42	CC1(OC(=O)CCc2ccccc2)C(=O)C=C2C=C(c3ccc(C#N)cc3)N(C(CO)CO)C=C2C1=O (stereo unspecified)	-17	-9	7	-15
43	COC(=O)CSc1nc(N)c(C#N)c(-c2ccco2)c1C#N	0	7	-6	-1
44	Cc1ccc(S(=O)(=O)N(C)c2ccc(OCC(=O)OCc3nnc(-c4ccccc4)o3)cc2)cc1	4	-11	.	-12
45	CCCCCCCCn1c(N2CCN(c3cccc(Cl)c3)CC2)nc2c1c(=O)[nH]c(=O)n2C	5	8	3	26
46	CN(CC(=O)Nc1cccc(S(=O)(=O)N2CCCCC2)c1)Cc1ccc(F)cc1	-1	-27	10	-8
47	COc1cccc(CNc2nn[nH]n2)c1OC	-3	1	-10	-23
48	Cc1ccc(S(=O)(=O)Cn2nnnc2CN2CCCC3(CCCCC3)C2)cc1	5	-1	7	18

No.	697 NFkB inh	APJ antagonist	UBC13 polyUb	CCR6 antag
37	15	16	20	2
38	-3	17	-3	-1
39	13	1	6	10
40	9	-7	13	7
41	-4	5	-8	8
42	2	-16	-37	-6
43	-40	7	-7	-6
44	.	.	.	-7
45	-12	19	3	18
46	12	-3	14	12
47	0	10	1	13
48	3	8	6	-5

Other results follow.
No.	canonical_smiles	CXCR6 inh	Gli-Sufu antag	Jurkat NFkB inh	EBI2 antag
49	Cc1ccc(-c2n[nH]c(=S)n2/N=C/c2ccncc2)cc1	-1	-7	4	-3
50	COc1cc(C(=O)Nc2nc(-c3cc(C)ccc3C)c(C)s2)ccc1OCC(=O)Nc1ccc(F)cc1	-7	19	16	14
51	CCCCNc1nc(-c2ccccc2)c(C(=O)OCC)cc1C#N	-10	7	29	1
52	Cc1ccc(C)c(NC(=O)C[n+]2ccccc2)c1	0	-17	1	6
53	CCc1nc(SCC(=O)Nc2ccc3c(c2)OCCO3)c2oc3ccccc3c2n1	2	8	-26	-7
54	O=C(NCCCn1ccnc1)c1ccc(OCC(F)(F)F)cc1	7	8	8	-7
55	COc1ccc(CC(=O)Nc2nc(-c3cccnc3)cs2)cc1	2	1	19	4
56	COc1ccc(Cc2nnc3c4cnn(C)c4ncn23)cc1	7	19	-9	-4
57	COC(=O)C/C=N/N=C1/NC(=O)/C(=C/C(=O)O)S1	1	-6	17	4
58	CC1(C)NC(=O)N(CC(=O)OCC(=O)c2ccc(F)cc2)C1=O	9	10	4	9
59	O=C(NC(NCCCN1CCOCC1)(C(F)(F)F)C(F)(F)F)C1CCCCC1	-4	29	15	-2

No.	697 NFkB inh	APJ antagonist	UBC13 polyUb	CCR6 antag
49	5	-20	-8	5
50	-26	-17	14	0
51	10	4	22	24
52	5	2	-2	14
53	-36	-8	-9	1
54	6	1	-2	-2
55	13	11	-12	-7
56	-18	24	-2	1
57	4	-6	-10	8
58	17	8	-1	3
59	18	-5	8	-5
